# Screening data from PubChem.
# RAM inhibit = inhibitors of the yeast RAM network. 190,000 compounds, 1.8% hits. S. cerevisiae dse1pr::URA3 reporter, 5-FOA growth OD615, 2 d; analog-sensitive cbk1-as2 kinase mutant strain. AID 868. inhibition, % at 50 µM;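 active = inhibition above a set limit, 3 SD over mean compound inhibition, cut at about 8.4% in these data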;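 also: 0% = DMSO-only wells with no growth and 100% = 10 µM 1-NA-PP1 full growth; inhibition rescues growth on 5-FOA so higher OD means more RAM inhibition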
# ROMK primary = modulates human ROMK potassium channel activity; Tet-inducible ROMK, thallium flux fluorescence; actives lie on both sides; B-score at 10 µM; 130,000 compounds, 2% hits; P48048;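 active = signal ratio slope over the read window, or its plate-corrected B-score, at least 3 SD from the plate mean, either direction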;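 also: B-score of the F/F0 ratio slope over 7 to 12 s after thallium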
# Target sequence (P48048 whole entry, looked up): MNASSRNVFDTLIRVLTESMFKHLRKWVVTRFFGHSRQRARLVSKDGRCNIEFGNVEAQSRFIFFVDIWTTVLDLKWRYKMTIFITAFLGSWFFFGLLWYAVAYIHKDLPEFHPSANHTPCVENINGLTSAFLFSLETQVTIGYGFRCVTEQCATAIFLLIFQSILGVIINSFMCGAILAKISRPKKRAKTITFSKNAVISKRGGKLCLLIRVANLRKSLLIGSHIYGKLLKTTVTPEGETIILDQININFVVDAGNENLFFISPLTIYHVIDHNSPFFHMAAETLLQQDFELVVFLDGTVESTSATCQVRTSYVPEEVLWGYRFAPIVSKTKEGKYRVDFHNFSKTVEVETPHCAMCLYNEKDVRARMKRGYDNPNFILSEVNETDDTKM
# PPARg SRC-2 ag = agonists of SRC-2 recruitment by human PPARgamma. P37231. PPARgamma LBD-SRC-2 recruitment, biochemical. activation, % at 8 µM. 200,000 compounds, 0.34% hits; in the data active = activation above about 22%;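 also: 0% = vehicle and 100% = reference agonist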
# PPARg SRC1 recr = promotes SRC-1 coactivator recruitment by human PPARgamma | PPARgamma-SRC-1 coactivator recruitment biochemical assay | activation, % at 8 µM | 200,000 compounds, 0.41% hits; in the data active = activation above about 19%;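 also: 0% = DMSO and 100% = reference agonist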
# TR-FRET SRC-2 ct = TR-FRET artefact, counter-screen to PPARgamma/SRC-2 agonist assay | active compounds read high | TR-FRET ratio at 8 µM | 200,000 compounds, 0.4% hits; in the data active = TR-FRET ratio above about 2000; also: inactives centre near 1500; reference of the scale not given here
# S1P3 antagonist = blocks the human S1P3 receptor; CHO S1P3 NFAT-BLA reporter, FRET fluorescence, antagonist mode; 170,000 compounds, 0.27% hits; Q99500; inhibition, % at 4.98 µM;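 active = inhibition above the plate cutoff, the mean inhibition of test wells on that plate plus 3 SD, cut at about 28% in these data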;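 also: cells challenged with S1P at its EC80 of 0.8 µM; blue over green emission ratio from cleaved BLA substrate after 4 h stimulation; 0% = S1P-stimulated wells and 100% = unstimulated DMSO-only wells; some compounds past the cut are filed as inactive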
# Target sequence (Q99500 whole entry, looked up): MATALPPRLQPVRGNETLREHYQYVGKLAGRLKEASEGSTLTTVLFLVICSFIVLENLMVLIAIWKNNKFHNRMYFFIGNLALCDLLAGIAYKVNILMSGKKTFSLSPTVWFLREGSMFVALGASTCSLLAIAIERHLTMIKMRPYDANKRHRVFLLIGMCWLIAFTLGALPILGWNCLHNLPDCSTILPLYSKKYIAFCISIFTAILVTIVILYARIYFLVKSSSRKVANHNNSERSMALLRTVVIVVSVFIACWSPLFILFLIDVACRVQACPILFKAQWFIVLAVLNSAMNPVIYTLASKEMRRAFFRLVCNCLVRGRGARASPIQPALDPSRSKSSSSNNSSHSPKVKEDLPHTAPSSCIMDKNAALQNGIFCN
# HMGR II inh = E. faecalis class II HMG-CoA reductase inhibition. purified E. faecalis HMGR, NADPH absorbance 340 nm kinetic. inhibition, % at 10 µM. 190,000 compounds, 0.41% hits;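 active = inhibition above a set limit, the median over all tested compounds plus 3 SD, cut at about 9.5% in these data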;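 also: enzyme runs in reverse so mevalonate oxidation gives rising NADPH absorbance; 0% = complete reaction with DMSO and 100% = background rate lacking mevalonate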
# Lmaj promast = Leishmania major promastigote growth inhibition | Leishmania major promastigotes, resazurin fluorescence viability | inhibition, % at 10 µM | 200,000 compounds, 9% hits; in the data active = inhibition above about 50%;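 also: promastigotes grown with compound for 44 hours at 28 °C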
# bIAP inhibitor = blocks bovine intestinal alkaline phosphatase activity; AID 1019; purified bovine IAP, CDP-star luminescence, 30 min; inhibition, % at 20 µM; 190,000 tested, under 10 active;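 active = over 50% inhibition of intestinal alkaline phosphatase at 20 µM in the single-dose screen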
#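 Assay system: bovine IAP enzyme; medium: DEA buffer 100 mM, pH 9.8, with MgCl2 1.0 mM, ZnCl2 0.02 mM; doses: 20 µM single dose; incubation: enzyme reaction for 30 min at room temperature; detection: CDP-star luminescence signal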
# Redox H2O2 prof = compounds producing H2O2 with reducing agent – biochemical, NIH compound library profiling, artefact control for MLSCN library redox annotation, primary screen; activation, % at 10 µM; AID 878; DTT-dependent redox cycling H2O2, phenol red/HRP absorbance; 100% = 100 µM peroxide control, 0% = buffer; 200,000 compounds, 0.03% hits;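 active = activation of at least 50% relative to the plate's high and low controls in the primary single-dose screen; inactive = activation below 50%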;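 also: compound incubated with DTT at 0.8 mM final as the reducing agent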
# PPARg SRC-3 ag = PPARgamma-driven SRC-3 recruitment agonism. 200,000 compounds, 0.26% hits. activation, % at 8 µM. P37231. biochemical PPARgamma/SRC-3 coactivator recruitment assay. AID 731; in the data active = activation above about 23%;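 also: 0% = DMSO and 100% = reference agonist; some compounds past the cut are filed as inactive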
# * hit, by the source's call; . = not tested or not shown. An unsorted share of the library, and some 13% of all compounds hit somewhere here.
SMILES,RAM inhibit,ROMK primary,PPARg SRC-2 ag,PPARg SRC1 recr,TR-FRET SRC-2 ct,S1P3 antagonist,HMGR II inh,Lmaj promast,bIAP inhibitor,Redox H2O2 prof,PPARg SRC-3 ag
COc1cc(-c2nc(-c3cccc(C(F)(F)F)c3)no2)cc(OC)c1OC,11.8*,.,-7.3,-1.5,1543,.,-0.5,-0.2,5.3,0.6,-3.3
Cc1ccc(-n2ncc(C#N)c2/N=C/N2CCCCCC2)cc1,-0.4,-1.07,8.1,5.1,1480,-0.6,-4.5,2.1,-0.2,-0.4,-0.8
Cc1noc(C)c1COc1ccc(C(=O)OC(C)C(=O)Nc2ccc(N3CCOCC3)cc2)cc1 (stereo not drawn),1.8,0.431,0.4,3.3,1487,-6.5,-5.3,18.0,0.6,0.1,-5.6
CCCSc1nnc2n(N)c(=O)c3ccccc3n12,0.4,.,1.3,6.9,1551,.,-25.9,-1.0,-2.9,2.0,8.1
COCCNC(=O)COc1ccc(C)c(C)c1,0.1,0.354,-7.8,-3.0,1411,.,-0.5,0.0,11.3,0.3,-1.4
Cc1nc2c(C)cccn2c1/C(O)=C1\C(=O)C(=O)N(CCN(C)C)C1c1ccncc1 (stereo not drawn),2.1,0.332,9.6,7.6,1532,-7.7,-3.6,-4.7,0.8,2.3,-0.7
COc1ccccc1NC(=O)NCc1ccccc1F,1.0,-0.0729,-3.6,0.8,1529,-10.0,-5.8,0.2,7.4,0.7,-1.1
CC(C)(C)C(=O)Nc1nc(-c2ccccc2)ns1,-0.1,.,-12.8,-5.9,1292,.,-2.9,28.0,3.8,3.0,-15.5
CC(C)(C)n1nc2c(c1NC(=O)c1ccc(S(=O)(=O)N3CCCCC3)cc1)CS(=O)C2 (stereo not drawn),-1.4,0.0385,-2.6,7.6,1701,1.0,-1.1,-6.0,-2.4,-0.2,15.0
CCCCCNC(=O)c1c[nH]c2ccc(S(=O)(=O)N3CCC4(CC3)OCCO4)cc2c1=O,4.1,0.943,4.8,4.8,1573,-0.7,-0.6,-6.8,7.2,-0.6,-0.5
CC(C)COc1ccc(C(=O)NC(=S)Nc2ccc(CN3CCOCC3)cc2)cc1,-0.4,.,0.2,0.9,1510,1.2,-8.5,17.8,14.3,-0.1,1.3
O=c1cc(CO)oc(C(Nc2ccccn2)c2ccccc2Cl)c1O (stereo not drawn),1.4,-0.0346,-2.7,5.2,1437,-3.4,2.7,1.6,-21.9,-0.2,-1.6
CC1CN(C(=O)CN2C(=O)NC3(CCCCCC3)C2=O)CC(C)O1 (stereo not drawn),0.7,.,0.4,8.0,1494,.,-1.9,-5.7,-8.7,2.3,1.6
CCOc1ccc(C2C(C#N)=C(N)Oc3nc[nH]c(=O)c32)cc1 (stereo not drawn),3.0,-0.038,5.4,2.5,1512,0.1,-0.2,-2.5,1.8,-0.1,0.2
O=C(O)CNC(=S)N(Cc1ccccc1)Cc1cccs1,2.4,0.051,-1.1,-12.7,1459,-14.4,-4.3,-0.6,-6.4,0.0,-6.5
COc1ccc(C2NCCc3c2[nH]c2ccccc32)cc1CSc1nc2ccccc2s1 (stereo not drawn),-1.5,-2.2,4.6,9.6,1754,2.4,-0.6,60.4*,3.7,-0.1,0.7
COc1ccccc1-n1cnnc1SCC(=O)Nc1cc(C)on1,0.7,-0.416,-2.2,0.6,1505,-10.4,-1.4,-4.0,11.1,-0.4,-0.1
Cc1nc(-c2cnn(-c3ccccc3)c2)c2cc(C)oc2n1,5.1,.,0.8,-5.7,1383,21.9,-6.3,32.6,9.4,-2.4,-3.0
Clc1ccc(OCc2nc(-c3ccncc3)no2)c(Cl)c1,-0.7,.,-1.3,-6.2,1485,27.8,1.6,23.9,3.7,-2.3,-11.8
O=P(O)(O)c1ccccc1OCCOCCOc1ccccc1P(=O)(O)O,0.6,0.122,-0.6,-1.3,1539,-2.9,-13.6,-6.9,35.7,-1.7,-0.9
COc1ccc(NC(=O)CN2C(=O)CSC2=O)cc1,3.0,0.129,-4.8,-6.8,1580,4.7,-7.1,-6.2,14.3,0.3,2.6
COc1ccccc1NC(=O)c1ccc2snnc2c1,1.0,0.295,5.8,3.2,1592,-13.1,0.1,98.6*,-6.8,-1.6,5.5
CCN(CC)C(=O)CSc1nnc(-c2ccc(S(=O)(=O)NCc3ccccc3Cl)cc2)o1,5.1,.,12.1,14.4,1658,-24.2,2.6,-9.7,8.4,2.4,8.2
Cc1cccc(-c2noc(CCC(=O)Nc3ccccc3)n2)c1,-0.6,-2.27,11.2,-0.8,1517,19.3,-1.3,17.9,12.0,1.4,5.8
CC1=NOC(=O)/C1=C/c1ccc(N(C)C)cc1,0.6,.,12.2,7.2,1787,.,-4.5,10.1,21.1,-9.5,9.0
CC(C)CC(CO)N1CCN(C(=O)c2ccc(Cl)cc2Cl)CCC1=O (stereo not drawn),0.3,0.439,9.6,0.0,1404,4.8,-5.4,-4.0,-17.4,0.5,-2.9
O=C(c1cccc(S(=O)(=O)N2CCCCCC2)c1)N1CCN(c2ccccc2)CC1,2.6,-0.572,3.2,7.6,1342,-2.3,-3.3,-1.6,-12.0,0.2,2.2
Cc1cccc(N(CC(=O)N/N=C/c2ccc(OCC(=O)NCc3ccco3)cc2)S(C)(=O)=O)c1C,1.7,1.28,1.7,6.6,1607,.,-4.1,-10.9,-11.7,0.0,0.8
COc1ccc(C(=O)Nc2nc3ccc4nc(C)sc4c3s2)cc1,0.1,.,14.1,66.8*,1790,.,-8.8,-7.3,-1.6,-0.4,56.4*
CCOc1cc(/C=C2\SC(=O)N=C2N)ccc1O,4.2,-0.0576,5.9,4.2,1756,8.8,-1.6,19.6,4.7,-0.1,8.4
Cc1cc(NS(=O)(=O)c2ccc(NC(=O)CCCOc3ccccc3)cc2)no1,4.9,.,7.2,-0.6,1643,-3.6,-0.4,-3.7,1.0,1.4,6.5
CCOC(=O)c1ccc(NC(=O)N2CCN(S(C)(=O)=O)CC2)cc1,1.4,.,6.5,2.3,1849,-9.0,-13.7,-0.2,1.9,1.0,4.0
O=C(CN1C(=O)c2ccccc2C1=O)Nc1ccc(S(=O)(=O)NCC2CCCO2)cc1 (stereo not drawn),5.8,.,9.2,6.0,1447,9.6,-8.0,0.1,9.8,-1.9,12.8
Clc1ccc(-c2noc(CCCOc3ccccc3)n2)cc1,1.1,.,-3.2,7.3,1414,.,1.3,-8.8,10.5,-1.1,8.1
C=CCNC(=O)CC(=O)N/N=C/c1ccc(F)cc1,1.7,.,3.1,10.4,1523,-1.8,-1.2,-2.8,-16.1,1.7,0.0
CC(NS(=O)(=O)c1ccc(F)cc1)C(=O)NCc1ccncc1 (stereo not drawn),0.8,.,1.9,1.4,1513,11.7,-0.2,-5.2,4.7,2.6,-0.3

# Reprinted at random: six compounds from above
SMILES,RAM inhibit,ROMK primary,PPARg SRC-2 ag,PPARg SRC1 recr,TR-FRET SRC-2 ct,S1P3 antagonist,HMGR II inh,Lmaj promast,bIAP inhibitor,Redox H2O2 prof,PPARg SRC-3 ag
Cc1cccc(N(CC(=O)N/N=C/c2ccc(OCC(=O)NCc3ccco3)cc2)S(C)(=O)=O)c1C,1.7,1.28,1.7,6.6,1607,.,-4.1,-10.9,-11.7,0.0,0.8
CCOc1cc(/C=C2\SC(=O)N=C2N)ccc1O,4.2,-0.0576,5.9,4.2,1756,8.8,-1.6,19.6,4.7,-0.1,8.4
Cc1cc(NS(=O)(=O)c2ccc(NC(=O)CCCOc3ccccc3)cc2)no1,4.9,.,7.2,-0.6,1643,-3.6,-0.4,-3.7,1.0,1.4,6.5
C=CCNC(=O)CC(=O)N/N=C/c1ccc(F)cc1,1.7,.,3.1,10.4,1523,-1.8,-1.2,-2.8,-16.1,1.7,0.0
CC(C)CC(CO)N1CCN(C(=O)c2ccc(Cl)cc2Cl)CCC1=O (stereo not drawn),0.3,0.439,9.6,0.0,1404,4.8,-5.4,-4.0,-17.4,0.5,-2.9
COc1ccc(C(=O)Nc2nc3ccc4nc(C)sc4c3s2)cc1,0.1,.,14.1,66.8*,1790,.,-8.8,-7.3,-1.6,-0.4,56.4*

# Next structures:
SMILES,RAM inhibit,ROMK primary,PPARg SRC-2 ag,PPARg SRC1 recr,TR-FRET SRC-2 ct,S1P3 antagonist,HMGR II inh,Lmaj promast,bIAP inhibitor,Redox H2O2 prof,PPARg SRC-3 ag
Cc1nc2c(C(=O)NCc3ccc(F)cc3)c[nH]n2c(=O)c1Cl,2.7,.,1.3,-0.6,1597,.,0.3,-5.7,0.9,-1.3,7.6
COc1ccccc1N(CC(=O)NCc1ccccc1)C(=O)CCC(=O)Nc1ccccn1,0.1,-0.36,13.1,-0.2,1604,.,-5.0,-4.4,12.5,-0.6,-5.3
CCOC(=O)Cc1csc(N/C(=N/S(=O)(=O)c2ccc(Cl)cc2)c2ccccc2)n1,2.4,1.39,2.3,9.9,1544,-10.2,-4.0,-7.3,-11.8,-0.1,2.0
COc1ccc(CC(=O)OCC(=O)Nc2ccc(Br)cc2)cc1,3.4,0.00298,-8.2,-1.7,1453,-3.5,-7.3,-7.4,-9.4,0.4,1.4
O=C(c1ccc2c(c1)OCO2)C1CCCN(Cc2cn[nH]c2-c2ccccc2)C1 (stereo not drawn),-0.2,-2.23,3.7,4.3,1692,14.8,-4.4,29.7,-13.6,-1.2,10.1
CC1(C)Cc2c(C#N)c(OCC(=O)c3ccccc3)nc(-c3ccoc3)c2CO1,3.3,0.274,8.7,13.2,1679,.,3.6,1.9,2.9,-2.8,6.9
CC(=O)Nc1ccc(/C=N/NC(=O)CNC(=O)c2ccccc2)cc1,1.7,0.0673,-1.7,-1.5,1552,-10.8,0.4,0.1,-7.6,-0.8,-3.0
O=C(CSc1nc2[nH]ncc2c(=O)[nH]1)NCc1ccccc1Cl,2.2,0.0235,8.4,-1.1,1649,3.9,-1.2,-8.3,16.7,-0.4,1.3
CC1(C)CC(=O)C(C=Nc2ccc(Cl)cn2)=C(O)C1,0.9,0.435,-2.8,7.5,1499,.,1.7,-8.3,.,-0.5,14.2
COc1ccc(-c2[nH]ncc2CN(CCO)Cc2cccs2)c(F)c1,0.6,-0.0575,0.7,13.7,1646,1.1,2.0,5.7,-2.0,-1.1,0.8
COCCn1cnc2c1c(=O)n(CC(=O)OCC(=O)NCCCc1ccccc1)c(=O)n2Cc1ccccc1,1.3,-0.0562,-3.6,-8.1,1541,-8.3,-1.6,50.9*,1.8,0.3,4.2
CCCn1c(N)c(N(CCOC)C(=O)/C=C/c2ccc(C(=O)OC)cc2)c(=O)[nH]c1=O,0.0,-0.42,1.1,-1.6,1546,-10.1,-6.5,-3.2,-14.3,0.3,1.9
COC(=O)CNC(c1ccccc1Cl)c1cc(Br)ccc1NC(=O)CCN1CCOCC1 (stereo not drawn),2.8,-0.537,11.9,0.5,1459,.,-4.2,28.2,-3.1,1.6,3.0
